bCat nuc transl = modulators of beta-catenin nuclear translocation, primary screen, imaging, HeLa cells, immunofluorescence, high-content; hit rate 0.3% among 190,000; nuclear translocation activity, % at 5 µM; AID 1665, 2009;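 active = nuclear translocation activity above 50% at 5 µM, with a well cell count of 50 or more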;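 also: per-cell ratio of nuclear to cytoplasmic median beta-catenin stain intensity; plate controls were DMSO negative control for no effect and GSK-3 inhibitor IX positive control for full effect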
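System: HeLa cells, endogenous beta-catenin; compound dosing: 5 µM primary single dose, 0.1% DMSO, 0.02–20 µM confirmation series; incubation: 24 h compound exposure at 37°C, 5% CO2; signal: beta-catenin immunofluorescence imaging with DAPI; evaluation: % activation, nuclear-to-cytoplasmic median beta-catenin signal ratio per cell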
WT yeast gro inh = growth inhibition of WT strain, primary screen, mitochondrial fusion inhibitor project, WT and mutant strains, chemical genetic; inhibition, % at 10 µM; mitochondrial fusion phenotypic screen; hit rate 2.1% among 190,000; in the data active = inhibition above about 58%; tested in S. cerevisiae
Autophagy HCS = autophagy modulators in MEF cells, primary screen, imaging, high-content, MEF GFP-LC3 | MEF GFP-LC3 puncta imaging; test concentration mostly 10 µM | calls only at 10 µM (by protocol) | hit rate 0.98% among 190,000 | AID 463193, 2010;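 active = percentage of spot-positive cells more than 3 SD above its plate mean, without a fluorescence outlier flag or 80% toxicity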;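 also: spot-positive cell cutoff set from DMSO-treated cells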
West Nile virus CPE = West Nile virus antiviral activity, cell-based, CPE readout (AID 1621); hit rate 0.02% among 290,000; one-dose CPE inhibition, % at 10 µM; IC50 in µM for titrated hits; West Nile virus-infected cells, CPE inhibition; higher % means a stronger effect; in the data active = a potency from the dose series; also: strong numbers were not always called active
T cell HTS = modulators of CD8 T cell-vesicle binding, primary screen, mouse 2C CD8+ T cells, flow cytometry. hit rate 0.068% among 330,000. 2C CD8+ T cell-vesicle binding; active compounds read low. calls only at 7 µM;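 active = response, share of CD8 T cells binding vesicles, and their 90th percentile fluorescence all below set limits, cut at about 80% in these data, passing the limit was not always enough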
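Material: 2C TCR transgenic mouse naive CD8+ T cells, MACS-purified. Also added: QL9-charged Drosophila Ld/ICAM-1/B7-1 vesicles. Timing: binding 1.5 h at 37 °C. Measured by: high-throughput flow cytometry with anti-B7-1 and anti-CD8 staining. Read-out: percent CD8+ FL2 mean versus row control. Controls: Unloaded micro-vesicles (low), QL9 vesicles with 0.7% DMSO (high).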
Myeloid diff 2 = induction of myeloid progenitor differentiation, primary screen, cell-based, flow cytometry, MLPCN library. hit rate 1% among 360,000. ER-HoxA9 myeloid progenitors, lysozyme-GFP differentiation. calls only at 10 µM. AID 624256, 2012;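 active = normalized GFP-positive differentiation at or above the plate's own cutoff, the solvent-only control mean plus 3 SD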;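 also: cells exposed to compound for four days before flow analysis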
Hep lipid drop = inhibitors of hepatocyte lipid droplet formation, primary screen, imaging, high-throughput imaging, BODIPY stain; AML12 mouse hepatocytes, oleate lipid droplets; inhibition, % at 6.5 µM; hit rate 0.4% among 240,000; AID 1656, 2009;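 active = lipid droplet intensity inhibited by at least 50%, with more than 500 cells counted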
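System: AML12 hepatocytes (mouse). Probe or stimulus: oleic acid at 100 µM to induce lipid droplet formation. Times: overnight treatment with compound plus oleate. Detection: Image-based BODIPY and DAPI two-channel analysis. Evaluation: percent inhibition of filter-corrected integrated lipid droplet intensity per well.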
MT stabilizer = microtubule stabilizers in HeLa cells, primary screen, imaging, high-content imaging; HeLa tubulin immunostaining HCS, 24 h; share of cells brighter than vehicle mean+2SD; % tubulin-high responders, % at 10 µM; hit rate 0.83% among 200,000;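 active = plate Z-score above 3 for both tubulin-high and condensed-nucleus cell shares, with cell loss under 80%, at 10 µM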;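 also: anti alpha tubulin signal scored within the nucleus-defined area of each cell; some results filed as inactive read as strong as hits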
Ins promoter up = insulin promoter activators in MIN6 cells, imaging, high-content screening, mouse beta cells; MIN6 insulin promoter-GFP reporter; active compounds read high; z-score at 5 µM; hit rate 0.3% among 190,000;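 active = z-score above 3 at 5 µM with at least 500 cells counted in the well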
WT yeast gro inh mutant strain = further read-out of WT yeast gro inh, marked with its call; inhibition, %; mitochondrial fusion phenotypic screen, mutant strain inhibition
Ins promoter up cell count = further read-out of Ins promoter up, marked with its call; cell count; measured here: cytotoxicity, nuclei count;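 total cells summed across four imaged fields per well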
Hep lipid drop cells 6.5 µM = second read-out of Hep lipid drop, no call of its own (marks repeat the call); cell count; measured here: cell count, cytotoxicity flag;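 cells counted across two imaged fields per well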
bCat nuc transl cell count 5 µM = second read-out of bCat nuc transl, no call of its own (marks repeat the call); cell count; measured here: cell count, cytotoxicity flag
T cell HTS vesicle-bound % = further read-out of T cell HTS, marked with its call; double positive events, %; measured here: CD8+ vesicle-bound cell fraction;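 binding gate set so that unloaded-vesicle control wells show 10% double positive cells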
MT stabilizer Hoechst-high % = also measured in MT stabilizer; calls as there; % Hoechst-high responders; measured here: nuclear condensation Hoechst responders;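 share of cells brighter than vehicle mean plus two SD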
MT stabilizer cytotoxicity % = recorded beside MT stabilizer, whose call it bears; toxicity, %; measured here: cytotoxicity by cell density;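 0% = mean cell density of plate MIN control wells and 100% = no cells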
Autophagy HCS cell loss 18 h = second read-out of Autophagy HCS, no call of its own (marks repeat the call); toxicity, %; measured here: cell loss, nuclei count;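 cell loss after 18 h compound exposure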
Myeloid diff 2 GFP+ MAC1+ % = also measured in Myeloid diff 2; calls as there; GFP+ MAC1+ double positive, %; measured here: differentiation confirmed by MAC1 staining
An asterisk follows results filed as active; i = inactive; · = not tested or not shown. Hits appear at their usual frequency (roughly 3.9% active in at least one column).

SMILES	bCat nuc transl	bCat nuc transl cell count 5 µM	WT yeast gro inh	WT yeast gro inh mutant strain	Autophagy HCS	Autophagy HCS cell loss 18 h	West Nile virus CPE	T cell HTS	T cell HTS vesicle-bound %	Myeloid diff 2	Myeloid diff 2 GFP+ MAC1+ %	Hep lipid drop	Hep lipid drop cells 6.5 µM	MT stabilizer	MT stabilizer Hoechst-high %	MT stabilizer cytotoxicity %	Ins promoter up	Ins promoter up cell count
O=C(COc1ccccc1[N+](=O)[O-])NCc1cccnc1	-5.9	542	-4	-2	i	13	0.7%	i	45	i	0.9	17	684	2.1	1.3	2.8	0.37	1467
COC(=O)C1=NN(c2ccccc2OC)C2C(=O)N(c3ccccc3OC)C(=O)C12 (stereo not drawn)	-1.1	902	-1	7	i	26	0.8%	i	6	i	0.2	10	614	4.8	2.3	12	0.7	1323
COc1ccccc1OCC(=O)NC1CC(C)(C)NC(C)(C)C1	·	·	·	·	·	·	-0.2%	i	27	i	0.3	-3	803	·	·	·	·	·
COc1ccc(CCNC(=S)NC2CCN(Cc3ccccc3)CC2)cc1OC	6.4	822	3	0	i	-25	-1.3%	i	50	i	0.2	-1	706	1.2	2.1	5.9	0.35	1526
CCC(OC(=O)CC1Sc2ccccc2NC1=O)C(=O)NCC1CCCO1 (stereo not drawn)	-2.2	1064	2	-12	i	20	0.1%	i	45	i	1.5	-10	692	3.2	1.5	3.4	0.63	731
CN1CN(C)c2cccc3cccc1c23	1.2	566	1	2	i	25	0.2%	i	18	i	0.9	16	690	3.8	2.5	4.3	·	·
COc1ccc(N(CC(=O)N/N=C/c2ccc(OC)c(OC)c2)S(=O)(=O)c2ccccc2)cc1	·	·	·	·	·	·	-0.4%	i	27	i	0.3	-9	797	·	·	·	·	·
COc1cc(/C=C2/SC(=NCc3ccccc3)N(Cc3ccccc3)C2=O)ccc1O	-3.6	1204	-2	-6	i	-6	0.5%	i	46	i	0.8	10	807	1.8	1.9	4.9	-0.23	911
CCC(=O)Nc1ccc(NC(=O)c2cccc(OC)c2)nc1	-2.0	1208	-8	11	i	-9	0.1%	i	54	i	2.4	3	716	1.9	3.2	13	·	·
CC1CCN(c2ccc(C=O)o2)CC1	0.1	1561	7	9	i	10	-0.1%	i	25	i	0.6	0	691	4.1	0.8	4.2	0.06	1462
C/C(=N\NC(=O)CNc1cccc(C(F)(F)F)c1)c1cccs1	-2.9	1095	12	-23	i	3	-0.8%	i	30	i	0.3	4	702	2.3	1.6	7.4	0.22	1410
Cc1ccnn1CCC(=O)N1CCCC(N2CCN(c3cccc(Cl)c3)CC2)C1 (stereo not drawn)	·	·	·	·	·	·	-0.1%	i	25	i	0.3	3	740	·	·	·	·	·
COc1ccc(CCNS(=O)(=O)c2ccccc2)cc1OC	·	·	-4	-4	i	-8	0.2%	i	44	i	1.0	2	790	3.4	2.7	4.5	0.06	1295
O=C(O)C(Cc1c[nH]c2ccccc12)N1C(=O)C2C3c4ccccc4C(c4ccccc43)C2C1=O (stereo not drawn)	-0.5	1488	-9	3	i	-11	-0.6%	i	42	i	0.1	-3	672	2.5	2.2	7.9	0.37	1534
COc1cc(/C=N/NC(=O)/C(=C\c2ccc([N+](=O)[O-])cc2)NC(=O)c2ccccc2)cc(OC)c1O	·	·	-6	-13	i	16	0.0%	i	21	i	0.6	-3	742	3.0	2.3	8.2	0.93	856
CCN(CC)c1ncnnc1-c1ccccc1	-4.2	539	-13	-7	i	-11	0.9%	i	44	i	0.3	-5	712	1.2	4.1	4.8	0.08	1261
O=C1CSC(c2ccccc2F)N1c1cc(Cl)ccc1O (stereo not drawn)	1.3	1407	-3	2	i	-3	-0.8%	i	47	i	0.7	·	·	4.3	3.0	6.1	-0.2	1673
CCc1ccc(C(=O)COC(=O)CNC(=O)CNC(=O)Cc2ccccc2)cc1	-2.0	1497	-21	13	i	8	0.0%	i	58	i	2.2	·	·	1.9	1.0	3.3	-0.15	1537
COc1ccccc1C(=O)Nc1c(-c2ccccc2)nc2ccccn12	·	·	·	·	·	·	-0.6%	i	15	i	0.4	-12	820	·	·	·	·	·
COc1ccc(CCN2C(=O)CC(C(N)=O)SC2=Nc2ccccc2)cc1OC (stereo not drawn)	0.1	752	-4	10	i	6	0.9%	·	·	i	0.5	·	·	3.0	2.5	12	-0.01	1181
CCCCCCCCCCCCN1C/C(=C\C(=O)OCC)c2cc(C(F)(F)F)ccc2S1(=O)=O	·	·	·	·	·	·	-0.2%	i	20	i	2.3	-8	752	·	·	·	·	·
CSc1ncccc1C(=O)Nc1cccc(C)n1	·	·	·	·	·	·	0.9%	i	10	i	1.9	4	865	·	·	·	·	·
CSc1sccc1/C=N/NC(=O)c1ccncc1	-2.2	584	-6	-23	i	86	0.1%	i	57	i	0.6	-14	704	4.7	3.4	2.5	0.67	1254
CC1CC(=O)N(CC(=O)NCc2ccco2)c2ccccc2S1 (stereo not drawn)	2.7	1172	-9	1	i	-2	0.1%	i	58	i	0.3	4	698	3.4	2.1	1.9	-0.4	1142
Cc1ccc(S(=O)(=O)N(C)CCCC(=O)N2CCN(C=O)CC2)cc1	0.9	1160	4	0	i	-1	-0.9%	i	31	i	0.8	-11	789	2.3	2.2	7.5	-0.56	1299
O=c1nc2c(-c3cccc(Br)c3)n[nH]n2c2ccccc12	·	·	·	·	·	·	-1.1%	i	53	i	0.3	-8	830	·	·	·	·	·
COc1ccc(C)c(NC(=O)C2CC(=O)NC3=C2C(=O)CCC3)c1 (stereo not drawn)	0.1	959	1	14	i	-3	-0.3%	i	55	i	0.6	3	698	1.5	2.5	11	-1.2	1644
O=c1[nH]c(N2CCc3ccccc3C2)nc2c1CCC2	1.1	1104	13	28	i	-7	0.0%	i	12	i	0.6	6	634	3.2	2.5	9.7	-0.16	1868
Cc1nc2c(ccc3nc(NC(=O)c4ccc(S(=O)(=O)N(C)C)cc4)sc32)s1	-1.6	1446	5	-5	i	18	0.3%	i	38	i	1.1	·	·	4.3	2.5	7.9	-0.03	1249
COc1ccccc1N1CCN(CCN2C(=O)C3CCCCN3C2=O)CC1 (stereo not drawn)	·	·	·	·	·	·	0.3%	i	37	i	1.0	12	907	·	·	·	·	·
CCN1CCN(Cc2ccc(NC(=O)Nc3ccc(SC)cc3)cc2)CC1	0.3	1013	-14	-10	i	1	2.5%	i	40	i	0.6	4	635	2.4	0.7	2.4	0.01	1128
COc1ccccc1NC(=O)COn1nnc2ccc(S(=O)(=O)N3CCOCC3)cc21	-1.3	1072	0	-5	i	3	-0.4%	i	44	i	0.1	3	692	1.6	2.9	0.7	-0.69	1274
Cc1c(C(=O)Nc2ccc(Cl)cc2)c2ccccn2c1C(=O)c1ccccc1	0.2	1378	38	0	i	-12	-0.7%	i	14	i	0.5	·	·	5.5	8.7	21	0.31	1060
N#CC1=C(N)NC(SCC(=O)c2ccc(Cl)cc2)=C(C#N)C12CCCC2	-4.2	1096	17	14	i	-4	-0.4%	i	30	i	6.5	-12	688	1.9	2.0	9.0	0.61	881
NC(=O)c1ccc2nc(-c3ccccc3)c(-c3ccccc3)nc2c1	·	·	·	·	·	·	0.4%	i	43	i	0.4	0	673	·	·	·	·	·
CCn1c(SCC(=O)Nc2ccc3c(c2)OCCO3)nnc1-c1ccncc1	·	·	·	·	·	·	-0.5%	i	30	i	0.3	-23	742	·	·	·	·	·
CCOc1ccc(NC(=O)N2CCC(c3nc4ccccc4o3)CC2)cc1	0.1	1052	2	13	i	0	-1.3%	i	25	i	1.5	-2	740	1.4	2.5	3.6	-0.47	1244
COc1cc(OC)cc(C(=O)NNC(=O)CCc2ccccc2)c1	-0.6	1044	-6	-1	i	8	-0.2%	i	35	i	0.3	1	707	2.6	2.3	5.7	0.54	1398

Four compounds already listed, arranged by count of non-hydrogen atoms, descending.
SMILES	bCat nuc transl	bCat nuc transl cell count 5 µM	WT yeast gro inh	WT yeast gro inh mutant strain	Autophagy HCS	Autophagy HCS cell loss 18 h	West Nile virus CPE	T cell HTS	T cell HTS vesicle-bound %	Myeloid diff 2	Myeloid diff 2 GFP+ MAC1+ %	Hep lipid drop	Hep lipid drop cells 6.5 µM	MT stabilizer	MT stabilizer Hoechst-high %	MT stabilizer cytotoxicity %	Ins promoter up	Ins promoter up cell count
CCn1c(SCC(=O)Nc2ccc3c(c2)OCCO3)nnc1-c1ccncc1	·	·	·	·	·	·	-0.5%	i	30	i	0.3	-23	742	·	·	·	·	·
CCN1CCN(Cc2ccc(NC(=O)Nc3ccc(SC)cc3)cc2)CC1	0.3	1013	-14	-10	i	1	2.5%	i	40	i	0.6	4	635	2.4	0.7	2.4	0.01	1128
N#CC1=C(N)NC(SCC(=O)c2ccc(Cl)cc2)=C(C#N)C12CCCC2	-4.2	1096	17	14	i	-4	-0.4%	i	30	i	6.5	-12	688	1.9	2.0	9.0	0.61	881
COc1cc(OC)cc(C(=O)NNC(=O)CCc2ccccc2)c1	-0.6	1044	-6	-1	i	8	-0.2%	i	35	i	0.3	1	707	2.6	2.3	5.7	0.54	1398
